HCV inhibitor: HCV inhibition; 3.4% of 340,000 active; Potency, µM (highest dose often 41.8 µM), for inactives: top-dose activity change, negative = inhibition, hits mostly inhibitors; Huh7.5.1 HCVcc-Cre infection, luciferase reporter, 44 h; note: potency is the fitted concentration of half-maximal effect
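Antiviral activity was scored by luciferase reporter output from cells infected with HCVcc-Cre (~0.5 moi) in presence of compound, 44 h infection period, cells seeded 1,000/well 4 h prior.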
AmpC detergent: inhibitors of E. coli AmpC beta-lactamase with detergent; AmpC hydrolysis of nitrocefin, absorbance 480 nm, 0.01% Triton; Potency, µM (highest dose often 114 µM), for inactives: at the highest dose activity change, negative = inhibition, actives largely listed as inhibitors; 0.041% of 370,000 active;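 note: potency is the fitted concentration of half-maximal effect; 0% = no-compound wells and -100% = no-enzyme wells; nearly all actives have a fitted effect of over 25% in size; some results filed as inactive show a strong effect at the top dose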
Target sequence (P00811 whole entry, looked up): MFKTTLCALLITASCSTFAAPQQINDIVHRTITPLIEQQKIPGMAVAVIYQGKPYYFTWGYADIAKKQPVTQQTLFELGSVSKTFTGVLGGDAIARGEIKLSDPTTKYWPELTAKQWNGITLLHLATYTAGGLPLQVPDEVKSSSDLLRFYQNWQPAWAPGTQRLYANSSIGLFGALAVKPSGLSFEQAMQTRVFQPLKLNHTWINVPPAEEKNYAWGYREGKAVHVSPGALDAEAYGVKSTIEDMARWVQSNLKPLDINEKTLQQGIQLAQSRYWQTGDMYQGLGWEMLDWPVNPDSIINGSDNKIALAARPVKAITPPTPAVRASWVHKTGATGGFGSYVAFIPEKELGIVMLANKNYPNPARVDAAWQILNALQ
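20 mM phosphate pH 7.0 + 0.01% (detergent screen) or 0.0001% Triton X-100; 5.3 nM AmpC reagent; cpd preinc 15 min RT; nitrocefin (800 uM stock) to start; A480 q20 s × 4 min; Activity was normalised to no-enzyme and no-compound control wells.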
Sm TGR block: inhibitors of Schistosoma mansoni thioredoxin glutathione reductase. purified TGR, DTNB reduction, TNB absorbance 405 nm. Q962Y6. 3% of 360,000 active. AID 485364. Potency, µM (top dose mostly 114 µM), for inactives: at the top dose activity change, negative = inhibition, most hits filed as inhibitors; note: potency is the fitted concentration of half-maximal effect; nearly all actives have a fitted effect of over 60% in size
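Kinetic colorimetric format: TGR-catalysed, NADPH-driven DTNB reduction monitored via TNB absorbance. Enzyme dispensed at 20 nM; compound exposure 15 min at room temperature before reaction start.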
FBPA Giardia inh: inhibitors of Giardia lamblia fructose-1,6-bisphosphate aldolase; 0.71% of 290,000 active; Potency, µM (highest dose often 59.6 µM), without a hit: top-dose activity, negative = inhibition, usual class: inhibitors; AID 2451; A8B2U2; purified Giardia FBPA; note: potency is the fitted concentration of half-maximal effect; nearly all actives have a fitted effect of over 55% in size
Target sequence (A8B2U2 whole entry, looked up): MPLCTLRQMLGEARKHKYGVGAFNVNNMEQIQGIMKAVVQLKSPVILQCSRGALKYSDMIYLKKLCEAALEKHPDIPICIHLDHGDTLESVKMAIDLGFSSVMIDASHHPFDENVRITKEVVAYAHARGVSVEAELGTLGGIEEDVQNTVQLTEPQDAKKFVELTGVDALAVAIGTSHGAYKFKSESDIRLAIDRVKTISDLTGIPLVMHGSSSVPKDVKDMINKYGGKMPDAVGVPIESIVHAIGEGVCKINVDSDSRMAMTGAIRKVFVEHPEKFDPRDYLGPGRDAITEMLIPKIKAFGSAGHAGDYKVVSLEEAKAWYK
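40 nM FBPA preincubated 10 min at RT with compound (up to 57.5 uM final), then substrate plus GAPDH/TPI/NAD/arsenate coupling and diaphorase/resazurin added. Fluorescence read after 20 min at RT, 525/598 nm.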
AmpC inh no detg: AmpC beta-lactamase inhibition without detergent; AID 485341; AmpC nitrocefin hydrolysis, absorbance 480 nm, 0.0001% Triton; Potency, µM (series often up to 57.1 µM), for inactives: at the top dose activity change, negative = inhibition, hits mostly inhibitors; P00811; 0.52% of 330,000 active;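 note: potency is the fitted concentration of half-maximal effect; plate controls were no compound for no effect and no enzyme for full effect; nearly all actives have a fitted effect of over 20% in size; some results filed as inactive show a strong effect at the top dose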
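20 mM phosphate pH 7.0 + 0.01% (detergent screen) or 0.0001% Triton X-100; 5.3 nM AmpC reagent; cpd preinc 15 min RT; nitrocefin (800 uM stock) to start; A480 q20 s × 4 min; Activity was normalised to no-enzyme and no-compound control wells.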
HCMV antiviral: human cytomegalovirus inhibition; HFF cells, HCMV-luciferase reporter, 72 h; stronger effect = lower value; activity change, negative = inhibition, % at 57.5 µM; 4.5% of 410,000 active; in the data active = activity change below about -60%; inconclusive = no clear call, values can overlap the other calls; inactive = above about -39%
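Human foreskin fibroblasts infected with luciferase-reporter HCMV at MOI 1 PFU/cell, compounds at two doses. Luciferase measured 72 h post infection; normalized to buffer-only basal and Salinomycin (10uM) controls.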
Active calls of the source: *; ? = inconclusive; · = no result given; & = joins results of further samples; [ ] = another dose, or the depositor's remark. Unless noted, calls come from the whole dose curve; as a rule, active = well fitted curve in the direction sought with a large enough effect; inconclusive = small, poorly fitted or top-dose-only effect, or another doubt; inactive = no such curve, though single readings can be large; an effect the other way counts as inactive or inconclusive. Unless noted, % is set by controls: 0 for no effect and ±100 for the full control effect.

SMILES	HCV inhibitor	AmpC detergent	Sm TGR block	FBPA Giardia inh	AmpC inh no detg	HCMV antiviral
O=C(Nc1ccc(O)c(-c2nc3ccccc3o2)c1)C1(c2ccccc2)CCCC1	?	-18%	0%	1%	-21%	-9
O=C(O)c1ccc(/C=N/NC(=O)c2cc(-c3ccc4c5c(cccc35)CC4)n[nH]2)cc1	13%	2%	3%	-1%	-36%	?
CN(C)c1ccnc2sc3c(NCC(O)CO)ncnc3c12 (centres undefined)	7%	0%	0%	-3%	-13%	?
CN(C)N=Nc1ccc(S(=O)(=O)NC(Cc2ccccc2)C(=O)O)cc1 (centres undefined)	12%	-12%	-1%	13%	-30%	0
CCOC(=O)C1=C(CN2CCN(c3ccc(C)cc3C)CC2)NC(=O)NC1c1ccc(OC)cc1 (centres undefined)	·	20%	7%	·	·	-82*
C=CCNC(=S)Nc1ccc(C)c(S(=O)(=O)N2CCCCC2)c1	2%	-1%	35µM*	-8%	-25%	21
CC(C)C(=O)Nc1nnc(Cc2ccccc2)s1	-8%	-5%	-11%	-1%	-12%	24
O=C(COC(=O)/C=C/c1cccs1)NC1CC1	18%	2%	9%	2%	-15%	-60*
Cc1ccc(NC(=O)CSc2nnc(Cc3csc(C)n3)o2)cc1	3%	-7%	-1%	·	9%	0
COc1ccc(N2CCN(C(=O)c3ccc4c(c3)NC(=O)C(CSCc3cccc(F)c3)N4)CC2)cc1 (centres undefined)	·	-4%	45µM*	·	-4%	·
c1ccc(-c2nc3ccccc3c3nncn23)cc1	?	?	5%	12%	-8%	34
Cc1c(CCO)c(=O)[nH]n1S(=O)(=O)c1cccc(C(F)(F)F)c1	4%	3%	7%	9%	0%	14
CC(C)(C)n1nnnc1C(c1cccs1)N1CCCc2ccccc21 (centres undefined)	?	0%	0%	3%	·	22
CCS(=O)(=O)N1CCCC(C(=O)NCCc2ccccc2)C1 (centres undefined)	1%	-10%	2%	2%	-4%	-7
CN(C)C(C)(C)C#CCCCCC#CC(C)(C)N(C)C	?	-2%	-2%	3%	-2%	1
CC(=O)Nc1cccc(C(=O)OCN2C(=O)c3ccccc3C2=O)c1	-6%	-9%	-9%	·	-9%	4
CCc1ccc(N(CC(=O)O)S(=O)(=O)c2c(C)noc2C)cc1	15%	?	-6%	14%	-6%	-28
Cc1cc(C)n(-c2nc3c(c(=O)[nH]c(=O)n3C)n2Cc2cccc(Br)c2)n1	-3%	?	2%	1%	-24%	48
CCN(CCCNS(=O)(=O)c1cc(-c2cc(C)no2)ccc1C)Cc1ccccc1	13µM*	-5%	-13%	-1%	32%	?
Cc1ccc(Cl)cc1N1CCN(C(=O)CN2C(=O)CSc3c2c(C)nn3-c2ccccc2)CC1	·	15%	2%	·	·	-1

Part of the list above in order of SMILES length, falling.
SMILES	HCV inhibitor	AmpC detergent	Sm TGR block	FBPA Giardia inh	AmpC inh no detg	HCMV antiviral
Cc1ccc(Cl)cc1N1CCN(C(=O)CN2C(=O)CSc3c2c(C)nn3-c2ccccc2)CC1	·	15%	2%	·	·	-1
O=C(Nc1ccc(O)c(-c2nc3ccccc3o2)c1)C1(c2ccccc2)CCCC1	?	-18%	0%	1%	-21%	-9
CCN(CCCNS(=O)(=O)c1cc(-c2cc(C)no2)ccc1C)Cc1ccccc1	13µM*	-5%	-13%	-1%	32%	?
Cc1ccc(NC(=O)CSc2nnc(Cc3csc(C)n3)o2)cc1	3%	-7%	-1%	·	9%	0

Next results
SMILES	HCV inhibitor	AmpC detergent	Sm TGR block	FBPA Giardia inh	AmpC inh no detg	HCMV antiviral
N#C/C(=C1\CCCN1)c1ccc2ccccc2n1	?	?	0%	-8%	-13%	13
C#CCOCCOCCOCCNc1nc(N2CCOCC2)nc(N2CCN(C(=O)[C@H]([C@@H](C)CC)n3cc([C@@H](N)Cc4ccc(O)cc4)nn3)CC2)n1	3%	5%	-33%	0%	155%[activator]	·
CCCC(c1nnnn1C1CCCCC1)N1CCN(c2ncccn2)CC1 (centres undefined)	0%	-14%	8%	5%	59%	-17
COc1cc(NS(=O)(=O)c2ccc(NS(=O)(=O)c3ccccc3)cc2)nc(OC)n1	24%	-22%	-3%	11%	-22%	-11
CC1CCN(C(=S)c2cccc(O)c2)CC1	28%	-2%	0%[57.1 µM]	-4%	-16%	-24
COc1ccc(-n2nc(C(=O)NCC(=O)NCc3ccco3)c3ccccc3c2=O)c(OC)c1	-5%	2%	-23%	8%	-18%	15
Cc1ccc(NC(=O)c2cnn(-c3ccccc3)c2C)cc1C	?	-10%	-11%	-20%	-28%	-61*
COC(=O)c1sc(C(C)(C)C)cc1CS(=O)(=O)c1ccccn1	-7%	5%	0%	10%	-1%	-9
CCC(=O)N1CCN(C(=O)CC)C1c1ccccc1	23%	-10%	5%	7%	0%	27
CCc1cccc(C)c1NC(=O)c1nc2ccccc2nc1N1CCCCC1	·	0%	-6%	·	·	-13
COCC(C)NCc1ccc(C)cc1C (centres undefined)	2%	0%	6%	-15%	-23%	5
O=C(NCCCNC1CCCCC1)c1ccc(/C=N/O)nc1	11%	-6%	-3%	-3%	-21%	51
Cc1cc(CN(C)C(=O)c2ccc(OC3CCN(Cc4ccccn4)CC3)cc2)on1	9%	-2%	-30%	·	32%	16
Cn1c(N)c(C(=O)CSc2ccccn2)c(=O)n(C)c1=O	24%	?	-4%	4%	-2%	43
CC(=O)N/C(=C/c1ccc(OC(F)F)cc1)C(=O)O	3%	-8%	5%	8%	-20%	-10
Cc1cc2c(ncn2Cc2ccccc2)c(N)c1C	10%	?	-7%	-7%	4%	-28
CCOC(=O)c1cnc(-n2nc(C)cc2C)nc1-n1nc(C)cc1C	11%	-1%	-8%	1%	4%	9
S=C(NCc1ccccc1)NC1CCCc2ccccc21 (centres undefined)	-6%	-2%	2%	-3%	24%[2.29 µM]	-33
COc1ccccc1C(=O)NNC(=O)C(=O)NC(C)(C)C	12%	-4%	0%	-14%	-15%	9
Cc1cc(Cl)cc(C)c1OCC(=O)O	25%	?	1%	12%	-50%	44

Next section.
SMILES	HCV inhibitor	AmpC detergent	Sm TGR block	FBPA Giardia inh	AmpC inh no detg	HCMV antiviral
NC(=O)c1nsc(C(=O)N(CC(=O)NCc2ccc3c(c2)OCO3)C2CCCC2)c1N	-3%	-5%	-1%	-22%	-37%	1
FC(F)(F)c1nnc2sc(-c3ccccn3)nn12	-22%	-1%	-7%	0%	?	14
Cc1c(C(=O)OCC(=O)NCC2CCCO2)oc2ccccc12 (centres undefined)	19%	·	·	·	-18%	32
CN1CCN(C(=O)c2ccccc2Nc2ccc(SC(F)F)cc2)CC1	0%	1%	-3%	-6%	44%	-15
C=CCn1cc(/C=N/N2C(=O)C3C4C=CC(C4)C3C2=O)c2ccccc21 (centres undefined)	-14%	-2%	9%	-9%	7%	124
CC(=O)Nc1ccc(NC(=O)CSc2nc3ccccc3nc2N2CCC(C)CC2)cc1	-7%	-5%&-4%	-1%&0%	4%	68%[activator]	-7&-4
O=C(/C=C/c1ccccc1)C1=C(O)C(=O)N(CCO)C1c1cccc([N+](=O)[O-])c1 (centres undefined)	10%	1%	-19%	23%	-14%	-7
COC/C=C/C1=CC2=CC(=O)C(C)(OC(=O)c3cnc4ccccc4n3)C(=O)C2=CN1CCOC (centres undefined)	10%	·	·	?	·	-3
Cc1ccc(S(=O)(=O)Nc2ccc3ncccc3c2)cc1	?	-13%	17%	7%	-13%	-98*
Cc1nc(Nc2ccc(Cl)cc2)cc(-c2ccccc2)n1	·	22%	18%	·	·	-3
Nn1c(SCC(=O)N2CCOCC2)nnc1-c1ccco1	3%	-7%	?	1%	-8%	10
COc1ccccc1CNC(=O)c1cn(C)c2ccc(S(=O)(=O)N3CCCC3)cc2c1=O	4%	-1%	5%	-1%	-12%	-15
Cc1ccccc1NS(=O)(=O)c1ccc(OCC(=O)NCc2ccccn2)cc1	10%	-12%	-5%	7%	-1%[2.29 µM]	-2
NC(=O)C1(N2CCCCC2)CCN(C(=O)NC23CC4CC(CC(C4)C2)C3)CC1	18%	0%	-9%	2%	-2%	14
CCN(CC)S(=O)(=O)c1cc(C(=O)Nc2cccnc2)ccc1Cl	?	5%	4%	-4%	-2%	-21
CCOC(=O)CCSCC(=O)Nc1cc(C)on1	13%	1%	-3%	4%	-22%	-3
COc1ccc(C2=NOC(C(=O)NCCCn3ccnc3)C2)cc1 (centres undefined)	15%	4%	2%	-3%	-6%	-3
Cc1ccc(C)c(C(=O)COC(=O)c2cc([N+](=O)[O-])ccc2N2CCOCC2)c1	?	?	-1%	·	4%	-19
O=C(NC1CCN(C(=O)Nc2ccc(F)cc2)CC1)c1ccc(F)cc1	22%	-14%	-8%	4%	-21%	?
O=C(CCN1C(=O)COc2ccccc21)NCCCN1CCN(c2ccccc2F)CC1	-17%&-13%	-3%	-8%	-3%	24%	13

Some values from above.
For FBPA Giardia inh, `CCN(CC)S(=O)(=O)c1cc(C(=O)Nc2cccnc2)ccc1Cl` reads -4%
For AmpC inh no detg, `Cc1c(C(=O)OCC(=O)NCC2CCCO2)oc2ccccc12` (centres undefined) reads -18%

Continued.
SMILES	HCV inhibitor	AmpC detergent	Sm TGR block	FBPA Giardia inh	AmpC inh no detg	HCMV antiviral
COc1ccc(C(=O)N2CCC(C(=O)NC3CC3)CC2)cc1	5%	-4%	1%	-8%	-17%	-29
Cc1nn(Cc2ccccc2)c(C)c1NC(=O)c1cccs1	-9%	-6%	11%	6%	-2%	?
CC(C)(C)c1ccc(OCC(=O)N2CCC(c3nc4ccccc4s3)CC2)cc1	·	8%	-5%	·	·	5
C(#CCN1CCOCC1)COC/C=C/c1ccccc1	1%	-5%	?	-25%	42%	51
CC(=O)c1cccc(NC(=O)C(C)N2CCc3ccccc3C2)c1 (centres undefined)	16%	2%	5%	1%	15%	2
CC(NC(=O)c1ccc(Cl)c(Cl)c1)c1ccc(-c2ccccc2)cc1 (centres undefined)	-12%	-11%	5%	1%	-37%	?
O=c1c2ccccc2nc(-c2ccco2)n1-c1cccnc1	10%	4%	-5%	-2%	-10%	1
COc1ccc2cc(-c3ccccc3F)ncc2c1	?	5%	2%	·	3%	187
O=C(NC1CCCCC1)c1ccc(-c2ccccc2[N+](=O)[O-])o1	?	1%	-9%	·	280%	145
COc1ccccc1C1/C(=C(\O)c2ccc3c(c2)OCCO3)C(=O)C(=O)N1Cc1cccnc1 (centres undefined)	-2%	-14%	-11%	17%	-19%	7
COc1ccc(-n2nc(C(=O)NCC(=O)N3CCC4(CC3)OCCO4)c3ccccc3c2=O)cc1OC	2%	0%	-5%	2%	44%	130
CCOc1ccc(NC(=O)CC(NC(C)=O)c2ccccc2)cc1S(=O)(=O)N1CCCC1 (centres undefined)	14%	-1%	-2%	·	3%	-9
Cc1csc(CNc2ncnc3ccc(-c4ccco4)cc23)c1	·	-1%	-13%	·	-1%	·
Cc1cc(C)n2nc(SCC(=O)NC3CCCCC3C)nc2n1 (centres undefined)	17%	3%	-9%	-4%	-9%	-31
COc1ccc(C(=O)N2CCOC23CCN(c2ncccn2)CC3)cc1	26%	-3%	2%	7%	4%	-35
